# Giardia FBPA inh – inhibitors of Giardia lamblia fructose-1,6-bisphosphate aldolase; A8B2U2; purified Giardia FBPA; 0.71% of 290,000 active; Potency, µM (top dose mostly 59.6 µM), without a hit: at the highest dose activity, negative = inhibition, actives largely listed as inhibitors; note: potency is the fitted concentration of half-maximal effect; nearly all actives have a fitted effect of over 55% in size
# Target sequence (A8B2U2 whole entry, looked up): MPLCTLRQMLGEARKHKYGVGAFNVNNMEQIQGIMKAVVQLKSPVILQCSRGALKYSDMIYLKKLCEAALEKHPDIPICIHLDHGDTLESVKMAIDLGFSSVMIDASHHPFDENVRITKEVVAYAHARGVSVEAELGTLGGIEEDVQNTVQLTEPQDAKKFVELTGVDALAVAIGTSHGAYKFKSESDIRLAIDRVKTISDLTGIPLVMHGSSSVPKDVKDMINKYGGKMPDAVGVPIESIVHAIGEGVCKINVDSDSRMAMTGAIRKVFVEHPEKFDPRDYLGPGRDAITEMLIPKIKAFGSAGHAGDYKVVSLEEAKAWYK
#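 Giardia FBPA (40 nM reagent) was preincubated 10 min at RT with compound (up to 57.5 uM final), then substrate plus GAPDH/TPI/NAD/arsenate coupling system with diaphorase/resazurin was added; resorufin fluorescence (525/598 nm) was read after 20 min.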
# Sm TGR block – inhibitors of Schistosoma mansoni thioredoxin glutathione reductase. Potency, µM (doses to about 114 µM), without a hit: at the highest dose activity change, negative = inhibition, actives largely listed as inhibitors. purified TGR, DTNB reduction, TNB absorbance 405 nm. 3% of 360,000 active. Q962Y6; note: potency is the fitted concentration of half-maximal effect; nearly all actives have a fitted effect of over 60% in size
#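 First, TGR (20 nM dispensed) and NADPH were mixed with compound. Second, a 15 min room-temperature incubation followed. Third, further NADPH and then DTNB were added to start the reaction. Finally, TNB absorbance was monitored kinetically.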
# AMA1 RON2 block – inhibitors of Plasmodium falciparum AMA1-RON2 interaction; AlphaScreen AMA1-biotinylated RON2 peptide binding; Potency, µM (titrated, usually from 58.2 µM), inactives show at the top dose activity change, negative = inhibition, hits mostly inhibitors; 0.2% of 360,000 active;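 note: potency is the fitted concentration of half-maximal effect; 0% = vehicle wells and -100% = peptide control; nearly all actives have a fitted effect of over 45% in size; some results filed as inactive show a strong effect at the top dose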
#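 AMA1 (3D7) with his tag at 25 nM final met compounds first, then biotinylated RON2 peptide at 25 nM; detection used donor plus acceptor beads, 10 µg/mL apiece, read by AlphaScreen after 30 min at room temperature.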
# HCV inhibitor – blocks hepatitis C virus; Huh7.5.1 HCVcc-Cre infection, luciferase reporter, 44 h; Potency, µM (titrated, usually from 41.8 µM), for inactives: at the highest dose activity change, negative = inhibition, actives largely listed as inhibitors; 3.4% of 340,000 active; note: potency is the fitted concentration of half-maximal effect
#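 Reporter virus HCVcc-Cre (~0.5 moi) infects cells exposed to compound; seeding density 1,000 cells/well with 4 h settling beforehand. Luminescence, 15 sec read, taken 44 h post-infection following a 15 min RT substrate incubation.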
# HCMV antiviral – blocks human cytomegalovirus replication; HFF cells, HCMV-luciferase reporter, 72 h; stronger effect = lower value; activity change, negative = inhibition, % at 57.5 µM; 4.5% of 410,000 active; AID 1259415; in the data active = activity change below about -60%; inconclusive = no clear call, values can overlap the other calls; inactive = above about -39%
#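 Steps: HFFs plated, 16 h 37C; compounds added; HCMV-luciferase added to MOI 1 PFU/cell; 72 h 37C; OneGlo reagent, 5 min room temperature; luminescence read, normalized to controls.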
# AmpC detergent – blocks E. coli AmpC beta-lactamase in detergent assay. P00811. AmpC hydrolysis of nitrocefin, absorbance 480 nm, 0.01% Triton. Potency, µM (highest dose often 114 µM), for the others: at the highest dose activity change, negative = inhibition, hits mostly inhibitors. 0.041% of 370,000 active;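 note: potency is the fitted concentration of half-maximal effect; 0% = no-compound wells and -100% = no-enzyme wells; nearly all actives have a fitted effect of over 25% in size; some results filed as inactive show a strong effect at the top dose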
# Target sequence (P00811 whole entry, looked up): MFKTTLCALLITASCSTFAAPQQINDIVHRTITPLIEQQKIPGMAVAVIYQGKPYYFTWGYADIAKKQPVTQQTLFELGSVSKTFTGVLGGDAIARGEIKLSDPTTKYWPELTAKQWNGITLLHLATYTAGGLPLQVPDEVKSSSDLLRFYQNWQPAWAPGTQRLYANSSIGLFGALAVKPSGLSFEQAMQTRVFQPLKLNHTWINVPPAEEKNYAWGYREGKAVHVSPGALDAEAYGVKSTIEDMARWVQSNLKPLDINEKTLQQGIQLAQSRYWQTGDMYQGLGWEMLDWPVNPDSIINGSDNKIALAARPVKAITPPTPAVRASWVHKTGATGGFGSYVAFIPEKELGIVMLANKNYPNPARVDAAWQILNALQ
#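 AmpC (5.3 nM in the dispensed reagent) in 20 mM phosphate pH 7.0 with 0.01% (detergent screen) or 0.0001% Triton X-100 was preincubated with compounds for 15 min at room temperature. Nitrocefin was then added from an 800 uM solution, and hydrolysis was followed at 480 nm.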
# * marks the source's active call; other numbers are inactive results; ? = inconclusive; / = no result given; & = joins results of further samples; [ ] = remark or other dose. Unless noted, calls come from the whole dose curve; as a rule, active = well fitted curve in the direction sought with a large enough effect; inconclusive = small, poorly fitted or top-dose-only effect, or another doubt; inactive = no such curve, though single readings can be large; an effect the other way counts as inactive or inconclusive. Unless noted, % is set by controls: 0 for no effect and ±100 for the full control effect.
1: COc1ccc(OC)c(NC(=O)CN(C)S(=O)(=O)c2ccc3[nH]c4c(c3c2)CCCC4)c1
2: CN1CCN(c2ccc(C(F)(F)F)cc2NC(=O)c2ccco2)CC1
3: CC(=O)c1cccc(NC(=O)C(Sc2ncnc3ccccc23)c2ccccc2)c1 (configuration not stated)
4: CCOc1ccc(N2C(=O)c3cccnc3C2Nc2ccc(F)cc2)cc1 (configuration not stated)
5: Clc1nc(Cl)nc(NCCC2=CCCCC2)n1
6: Cc1nc(N2CCC(C)CC2)c2c(C)c(C(=O)Nc3ccccc3C(F)(F)F)sc2n1
Compound	1	2	3	4	5	6
Giardia FBPA inh	/	-1%	-2%	-7%	-17%	-11%
Sm TGR block	4%	9%	2%	-13%	57%[activator]	4%
AMA1 RON2 block	/	-2%	-18%	-6%	-24%	-7%
HCV inhibitor	/	-17%	?	1%	16%	-26%
HCMV antiviral	-15	50	-4	77	-1	-9
AmpC detergent	16%	6%	1%	?	?	-2%

7: CCN1CCn2c3c(c4cc(Cl)ccc42)CCCC31 (configuration not stated)
8: CCC(OC(=O)C1=Cc2ccccc2OC1)C(=O)NC1CCCC1 (configuration not stated)
9: CC1=C(C(=O)Nc2ccccc2)C(c2ccncc2)n2nc(SCc3ccccc3)nc2N1 (configuration not stated)
10: O=C1CCCc2oc3c(c21)CCCC3
11: COc1cccc(NC(=O)N2CCCCCC2)c1
12: Clc1cccc(COn2c(-c3ccc(Cl)cc3Cl)nc3ncccc32)c1
Compound	7	8	9	10	11	12
Giardia FBPA inh	-3%	-1%	/	-11%	-4%	-16%
Sm TGR block	0%	8%	0%	?	4%	-2%
AMA1 RON2 block	-14%	-2%	/	-27%	-10%	-4%
HCV inhibitor	?	?	/	6%	17%	-21%
HCMV antiviral	38	?	4	16	-38	-28
AmpC detergent	-5%	1%	8%	-2%	?	1%

13: CCOc1ccc(NC(=O)CN(C)C(=O)c2ccc(COc3ccccc3)o2)cc1OCC
14: CC(C)(C)c1ccc(S(=O)(=O)CC(O)CSc2nc3c(cc2C#N)CCCC3)cc1 (configuration not stated)
15: Cn1nc(-c2ccccc2F)c2cc(C(=O)N3CCN(C(=O)c4ccco4)CC3)sc21
16: CC(C)c1ccc(/C=C/C(=O)NC2CCCCC2)cc1
17: CCc1cc(C(=O)NNC(=S)NC(C)c2ccccc2)cs1 (configuration not stated)
18: COCCCN=Cc1c(-c2ccccc2)[nH]n(-c2nc3ccccc3s2)c1=O
Compound	13	14	15	16	17	18
Giardia FBPA inh	/	1%	/	2%	3%	-1%
Sm TGR block	-5%	2%	/	4%	-18%	9%
AMA1 RON2 block	0%	-8%	12%	-4%	41%[activator]	-24%
HCV inhibitor	?	10%	?	-11%	1%	-14%
HCMV antiviral	-10	81	6	?	-73*	33
AmpC detergent	?	9%	/	1%	-1%	8%

19: CCOC1(c2ccccc2)CC1C(=O)N/N=C/c1cccc([N+](=O)[O-])c1 (configuration not stated)
20: CC(=O)c1ccc(NC(=O)c2cccc(S(=O)(=O)N3CCN(C)CC3)c2)cc1
21: CC(C)C[C@H](NC(=O)[C@@H]1Cc2c([nH]c3ccccc23)C2c3ccccc3C(=O)N21)C(=O)NCC1CCCO1 (some centres not stated)
22: COCCNC(=O)CSc1nnc(-c2ccc(C)cc2)c(-c2ccc(C)cc2)n1
23: O=S(=O)(NCCC1=CCCCC1)c1cccc2nsnc12
24: CNC(=S)N/N=C/c1ccc(-c2cc([N+](=O)[O-])ccc2Cl)o1
Compound	19	20	21	22	23	24
Giardia FBPA inh	-11%	1%	0%	-3%	9%	0%
Sm TGR block	-35%	-23%	-1%	/	0%	/
AMA1 RON2 block	-9%	-5%	-11%	-9%	-8%	50%[activator]
HCV inhibitor	11µM*	-19%	?	1%	4%	-21%
HCMV antiviral	-38	37	-34	-9	-27	-9
AmpC detergent	5%	?	-13%	-1%	?	-7%

# Laid out differently: ten of the compounds above.
No.	SMILES	Giardia FBPA inh	Sm TGR block	AMA1 RON2 block	HCV inhibitor	HCMV antiviral	AmpC detergent
12	Clc1cccc(COn2c(-c3ccc(Cl)cc3Cl)nc3ncccc32)c1	-16%	-2%	-4%	-21%	-28	1%
13	CCOc1ccc(NC(=O)CN(C)C(=O)c2ccc(COc3ccccc3)o2)cc1OCC	/	-5%	0%	?	-10	?
14	CC(C)(C)c1ccc(S(=O)(=O)CC(O)CSc2nc3c(cc2C#N)CCCC3)cc1 (configuration not stated)	1%	2%	-8%	10%	81	9%
15	Cn1nc(-c2ccccc2F)c2cc(C(=O)N3CCN(C(=O)c4ccco4)CC3)sc21	/	/	12%	?	6	/
16	CC(C)c1ccc(/C=C/C(=O)NC2CCCCC2)cc1	2%	4%	-4%	-11%	?	1%
17	CCc1cc(C(=O)NNC(=S)NC(C)c2ccccc2)cs1 (configuration not stated)	3%	-18%	41%[activator]	1%	-73*	-1%
18	COCCCN=Cc1c(-c2ccccc2)[nH]n(-c2nc3ccccc3s2)c1=O	-1%	9%	-24%	-14%	33	8%
19	CCOC1(c2ccccc2)CC1C(=O)N/N=C/c1cccc([N+](=O)[O-])c1 (configuration not stated)	-11%	-35%	-9%	11µM*	-38	5%
20	CC(=O)c1ccc(NC(=O)c2cccc(S(=O)(=O)N3CCN(C)CC3)c2)cc1	1%	-23%	-5%	-19%	37	?
21	CC(C)C[C@H](NC(=O)[C@@H]1Cc2c([nH]c3ccccc23)C2c3ccccc3C(=O)N21)C(=O)NCC1CCCO1 (some centres not stated)	0%	-1%	-11%	?	-34	-13%

# The list continues.
25: Cc1ccc2[nH]c3c(=O)n(CC(=O)N4CC(C)CC(C)C4)ncc3c2c1 (configuration not stated)
26: CCNc1nc(NCC)n2c(SCC(=O)Nc3ccc(CC)cc3)nnc2n1
27: Cn1cc(C(=O)N2CCCC(Nc3ccc(F)cc3)C2)c2ccccc21 (configuration not stated)
28: Cc1ccccc1SCC(=O)OCC(=O)NCc1ccccc1
29: O=C(NCCc1ccccc1)C1CCN(S(=O)(=O)N2CCOCC2)CC1
30: Cc1nn(-c2ccccc2)c(-n2cccc2)c1C(=O)NCCCN1CCN(c2ccccc2F)CC1
Compound	25	26	27	28	29	30
Giardia FBPA inh	-12%	/	/	/	/	/
Sm TGR block	1%	0%	-31%	/	1%	4%
AMA1 RON2 block	-2%	2%	-6%	-3%	-12%	/
HCV inhibitor	21%	?	-20%	6%	18%	/
HCMV antiviral	-20	/	-3	-26	-4	-6
AmpC detergent	2%	?	-4%	/	-2%	5%

31: CN(CC(=O)NCc1cccs1)S(=O)(=O)c1cccc2cccnc12
32: Cc1c(Cl)cnc(NC(=O)COC(=O)Cc2coc3ccc4ccccc4c23)c1Cl
33: CCCS(=O)(=O)N1CCN(C(=O)c2cc(OC)cc(OC)c2)CC1
34: O=S(=O)(Nc1ccc(-c2nc3cccnc3s2)cc1)c1cccs1
35: CCOc1ccc(NC(=O)c2ccccc2OCC(=O)c2ccccc2)cc1
36: CN(C)CCCNc1oc(/C=C/c2ccc(F)cc2)nc1C#N
Compound	31	32	33	34	35	36
Giardia FBPA inh	0%	-7%	15%	-1%	-6%	/
Sm TGR block	-7%	8%	4%	-3%	62%	1%
AMA1 RON2 block	1%	-4%	14%	11%	-12%	/
HCV inhibitor	1%	-6%	10%	?	?	/
HCMV antiviral	-25	-11	2	97	38	?
AmpC detergent	-11%	-5%	-6%	?	-2%	15%

37: CCOc1ccc2nc(NC(=S)NCc3ccccc3)sc2c1
38: CN(Cc1ccccc1)C(=O)c1ccc(NC(=O)Cc2ccc(NC(=O)C3CCCN(C(=O)c4ccccc4)C3)cc2)cc1 (configuration not stated)
39: O=C(c1cccc(S(=O)(=O)Nc2ccc(F)cc2)c1)N1CCOCC1
40: COc1cccc(C(=O)Nc2cc(-c3ccccc3)no2)c1
41: O=S(=O)(c1ccccc1C(F)(F)F)N1C=CC(C(F)(F)F)=NCC1
42: Cc1ccc(OCC(O)CN2C(=O)NC(C)(C)C2=O)c(C)c1 (configuration not stated)
Compound	37	38	39	40	41	42
Giardia FBPA inh	5%	/	/	/	-6%	0%
Sm TGR block	-4%	/	0%	1%	31%	/
AMA1 RON2 block	46%[activator]	0%	-3%	/	31%[activator]	14%
HCV inhibitor	-11%	2%[8.37 µM]	2%	/	6%	21%
HCMV antiviral	9	-6	0	94	-6	-18
AmpC detergent	?	/	-14%	0%	4%	10%

43: COc1ccc(CNC(=O)CCS(=O)(=O)c2cc3c4c(c2)CCN4C(=O)CC3)cc1
44: CN(C)Cc1c(C(=O)N/N=C/c2cccc3ccccc23)nnn1-c1nonc1N
45: CCC(C)(C)N=C(NC#N)Nc1cccnc1
46: Nc1ccccc1SC1CC(=O)N(c2ccc3c(c2)OCO3)C1=O (configuration not stated)
47: Cc1c(C(=O)OCC(=O)N(C)Cc2ccccc2)oc2ccccc12
48: CC(NC(=O)c1ccc(C23CC4CC(CC(C4)C2)C3)cc1)C(=O)O (configuration not stated)
Compound	43	44	45	46	47	48
Giardia FBPA inh	/	15%	3%&4%	0%	/	11%
Sm TGR block	9%	1%	-1%	-1%	-3%	0%
AMA1 RON2 block	/	0%	/	-2%	11%	-4%
HCV inhibitor	/	5%	/	-29%	?	17%
HCMV antiviral	3	-39	/	-2	0	18
AmpC detergent	0%	-7%	2%	4%	0%	6%

49: Cc1cc(C)c(C)c(OCCN2CCOCC2)c1
50: O=C(NCc1cccnc1)c1ccc([N+](=O)[O-])o1
51: Cc1ccc2oc(C(=O)NCC3CCOCC3)c(C)c2c1
52: Cc1cc(Cl)c(S(=O)(=O)Nc2ccc3c(c2)OCO3)cc1OCC(N)=O
53: CC[C@]12c3[nH]c4ccccc4c3CCN1C(=O)C(CC(=O)NCc1cccc(C(F)(F)F)c1)C[C@@H]2C(=O)N1CCN(C(=O)C2CC2)CC1 (some centres not stated)
54: CC1CC2(CC(C)(C(=O)CSc3nc4ccccc4s3)OC2=O)C(=O)O1 (configuration not stated)
55: CCC(C)[C@H](Nc1nc(-c2ccccc2)nc2c1oc1ccccc12)C(=O)O (some centres not stated)
56: O=C(Nc1ccc(Cl)cc1)c1ccc2c(c1)OCO2
Compound	49	50	51	52	53	54	55	56
Giardia FBPA inh	?	-15%	/	0%	/	-5%	24%	-6%
Sm TGR block	-1%	?	-19%	3%	/	-9%	-1%	0%
AMA1 RON2 block	-9%	-4%	-9%	4%	-11%	18%	-4%	17%
HCV inhibitor	6%	?	1%	-5%	?	-1%	-3%	-7%
HCMV antiviral	19	-85*	72	-7	-2	20	34	164
AmpC detergent	0%	7%	1%	-6%	/	-13%	-3%	-6%

# Two entries from above, with two lines to a compound.
# The line under a structure holds: Giardia FBPA inh | Sm TGR block | AMA1 RON2 block | HCV inhibitor | HCMV antiviral | AmpC detergent
13) CCOc1ccc(NC(=O)CN(C)C(=O)c2ccc(COc3ccccc3)o2)cc1OCC
→ / | -5% | 0% | ? | -10 | ?
14) CC(C)(C)c1ccc(S(=O)(=O)CC(O)CSc2nc3c(cc2C#N)CCCC3)cc1 (configuration not stated)
→ 1% | 2% | -8% | 10% | 81 | 9%
